TNAP activation fold = human TNAP enzyme activators, primary screen, biochemical, luminescent, no phosphate acceptor, uHTS (AID 1001) | Alkaline phosphatase, tissue-nonspecific isozyme (Homo sapiens) | 0.03% of 200,000 active | one-dose activation fold at 20 µM; EC50 in µM for titrated hits | purified TNAP, luminescent activation assay, no phosphate acceptor; higher activation fold means a stronger effect; in the data active = activation fold from about 3, or a potency from the dose series; inactive = the rest, 99 in 100 with activation fold below about 1.6; also: many of its hits are not listed in these tables
PhoP inhibition = inhibitors of PhoP regulon expression, primary screen, Salmonella Typhimurium, GFP reporter (AID 1863); 0.16% of 300,000 active; S. Typhimurium PhoP-regulated promoter GFP reporter, 4 h; higher % means a stronger effect; inhibition, % at 50 µM, or IC50 in µM where a hit was titrated;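 active = inhibition over 29.93%, a cutoff 3 SD above the screen mean, later confirmed by dose response; inconclusive = inhibition over 29.93% but no dose response follow-up; inactive = inhibition at most 29.93% or unconfirmed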;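 also: 0% = low Mg2+ inducing control and 100% = high Mg2+ repressing control; strong numbers were not always called active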
XIAP displacement = XIAP antagonists, biochemical, IAP family, fluorescence polarization (AID 1018); E3 ubiquitin-protein ligase XIAP (Homo sapiens); XIAP BIR domain, fluorescence polarization peptide displacement; higher % means a stronger effect; displacement, % at 20 µM; hits with a dose series show IC50 in µM; 0.007% of 200,000 active; in the data active = displacement above about 50%; also: a part of the inactive calls stands beside numbers as strong as those of hits
PMI inhibitors = inhibitors of human PMI, primary screen, biochemical, fluorescence intensity, coupled assay (AID 1209); purified PMI enzyme, coupled fluorescence intensity; higher % means a stronger effect; Mannose-6-phosphate isomerase (Homo sapiens); 0.42% of 190,000 active; inhibition, % at 20 µM; hits with a dose series show IC50 in µM;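 also: plate controls were DMSO vehicle for no effect and wells lacking substrate for full effect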
RSV antiviral HEp-2 = RSV antiviral activity via CPE protection, HEp-2 cells, primary 10 µM value included (AID 2391); HEp-2 cells, RSV-induced CPE inhibition; higher % means a stronger effect; CPE inhibition, % at 10 µM; hits with a dose series show IC50 in µM; 0.13% of 310,000 active; in the data active = a potency from the dose series; inconclusive = CPE inhibition mostly from about 23% at the one dose, without a potency; inactive = the rest, 99 in 100 with CPE inhibition below about 21%; also: strong numbers were not always called active
WT yeast gro inh = growth inhibition of WT strain, primary screen, mitochondrial fusion inhibitor project, WT and mutant strains, chemical genetic; mitochondrial fusion phenotypic screen; inhibition, % at 10 µM; 2.1% of 190,000 active; in the data active = inhibition above about 58%; tested in S. cerevisiae
Siah-1 displacement = Siah-1 peptide-binding antagonists, primary screen, biochemical, fluorescence polarization, rhodamine-plectin, uHTS (AID 1817) | E3 ubiquitin-protein ligase SIAH1 (Homo sapiens) | Siah-1 / rhodamine-plectin peptide fluorescence polarization; higher % means a stronger effect | one-dose displacement, % at 20 µM; IC50 in µM for titrated hits | 0.02% of 290,000 active;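 active = displacement of at least 50% at 20 µM, with a fluorescence ratio check between 0.3 and a set limit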;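 also: plate controls were Siah plus tracer with DMSO for no effect and tracer alone without Siah for full effect; strong numbers were not always called active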
PMI inhibition = human PMI inhibitors, high substrate, primary screen, biochemical, fluorescence intensity, high mannose 6-phosphate (AID 1220); 0.66% of 190,000 active; recombinant PMI enzyme, coupled fluorescence intensity; higher % means a stronger effect; inhibition, % at 20 µM, or IC50 in µM where a hit was titrated; Mannose-6-phosphate isomerase (Homo sapiens)
Myeloid diff 2 = induction of myeloid progenitor differentiation, primary screen, cell-based, flow cytometry, MLPCN library; calls only at 10 µM; ER-HoxA9 myeloid progenitors, lysozyme-GFP differentiation; 1% of 360,000 active;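 active = normalized GFP-positive differentiation at or above the plate's own cutoff, the solvent-only control mean plus 3 SD; inconclusive = no clear call, values can overlap the other calls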;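 also: cells exposed to compound for four days before flow analysis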
WT yeast gro inh mutant strain = further read-out of WT yeast gro inh, marked with its call; inhibition, %; mitochondrial fusion phenotypic screen, mutant strain inhibition
Myeloid diff 2 GFP+ MAC1+ % = further read-out of Myeloid diff 2, marked with its call; GFP+ MAC1+ double positive, %; measured here: differentiation confirmed by MAC1 staining
Numbers without * were called inactive; i = inactive; ? = inconclusive; . = no result given. Rule as the data show it, unless noted: active = inhibition above about 50%; inactive = the rest.

Each structure is followed by: PMI inhibitors | RSV antiviral HEp-2 | Siah-1 displacement | WT yeast gro inh | WT yeast gro inh mutant strain | PMI inhibition | TNAP activation fold | Myeloid diff 2 GFP+ MAC1+ % | XIAP displacement | PhoP inhibition | Myeloid diff 2
Nc1nonc1-c1nc2ccccc2n1CC(=O)N/N=C\c1ccc(-c2ccc(Cl)cc2)o1
  5% | 3.7% | -4% | 12 | -6 | -2% | 1.1 | 1.5 | -1.5% | -1% | i
Nc1ccc(-c2nc3c(ccc4ccccc43)[nH]2)cc1
  . | 4.5% | -2% | . | . | . | . | 0.5 | . | 1% | i
CC(C)C(NC(=O)C(Cc1ccccc1)NC(=O)OCc1ccccc1)C(=O)O (stereo not given)
  13% | -1.8% | 2% | 4 | 4 | 7% | 1 | 0.2 | -4.6% | 4% | i
COc1ccc(C(=O)Oc2ccc(=O)n(-c3ccccc3)n2)cc1
  -6% | -0.5% | -3% | 4 | -7 | 2% | 1.1 | 1.5 | -4.4% | -4% | i
CCOCCCNC(=O)CSc1nc2nc(C)c(Cc3ccccc3)c(C)n2n1
  9% | 1.1% | -1% | -13 | -14 | -1% | 1 | 0.4 | -8.3% | -4% | i
CC1(Br)C2CCCC1C2S(=O)(=O)c1ccccc1 (stereo not given)
  12% | 4.1% | 3% | -3 | 2 | 5% | 1.1 | 0.6 | -11% | 3% | i
COc1ccccc1N1CCN(Cc2nc3ccccc3[nH]2)CC1
  . | 1.7% | -4% | . | . | . | . | . | . | -4% | ?
COc1ccc(N/C(N)=N/c2nc(C)c(Cc3ccccc3)c(=O)[nH]2)cc1
  . | 1.5% | -2% | . | . | . | . | 0.5 | . | -6% | i
COc1ccc(-c2cc(C(F)(F)F)nc(N3CCCCC3)n2)cc1OC
  11% | 2.4% | 0% | 38 | 2 | 10% | 1.1 | 0.5 | -7.5% | -2% | i
O=C(NCC1CCCO1)C1CCN(C2CCN(C(=O)CC3CCCC3)CC2)CC1 (stereo not given)
  7% | 1.9% | -2% | 2 | -14 | 1% | 1 | 1.1 | -11% | -6% | i
Cc1cccc2cc3c(N)c(C#N)sc3nc12
  16% | 0.1% | -2% | 26 | 34 | 5% | 1.2 | 0.6 | 5.2% | -18% | i
COc1cccc(C(=O)NNC(=O)Cc2ccc([N+](=O)[O-])cc2)c1
  5% | 1.6% | -7% | 17 | 10 | -5% | 1.1 | 0.5 | -1.8% | 11% | i
O=C(OCCOCCN=C1NS(=O)(=O)c2ccccc21)c1ccccc1
  . | 0.4% | 0% | . | . | . | . | 0.8 | . | 7% | i
Cc1ccc(N2C(=O)CSC2=S)cc1C
  9% | -2.2% | 2% | -29 | -4 | 8% | 0.8 | 1.4 | -5.8% | -5% | i
CCn1c(=O)n(CC)c2cc(N3CCCC3)c(NC(=O)c3ccccc3)cc21
  . | 6.5% | -7% | . | . | . | . | 3.9 | . | 4% | i
CCOC(=O)C1CCCN(CCC(=O)Nc2ccc(Br)cc2)C1 (stereo not given)
  . | 1.3% | 0% | . | . | . | . | 0.3 | . | 2% | i
CCN(CC(=O)Nc1cc(Cl)ccc1C)C(=O)COc1ccccc1F
  2% | 7.1% | 5% | 1 | 1 | 4% | 1 | 0.2 | -4.9% | 0% | i
CC(C)c1nnc(SCC(=O)Nc2ccc3c(c2)OCCO3)n1C
  . | 0.1% | -1% | . | . | . | . | 0.5 | . | 6% | i
COc1ccc([N+](=O)[O-])cc1NC(=O)CSc1nc(C)c(C)c(C)n1
  7% | -0.1% | 10% | 8 | 5 | 2% | 1.1 | 0.3 | -3.0% | 7% | i
COc1cc(OC)cc(C(=O)N[C@H](C(=O)OCC(=O)N2CCc3ccccc32)C(C)C)c1
  2% | 2.3% | 4% | -15 | -1 | -4% | 1.1 | 0.3 | -6.2% | -10% | i
Cc1cc(C)cc(NC(=O)CSc2nnc(CN3CCOCC3)n2C)c1
  -13% | 1.2% | -1% | -5 | -5 | -1% | 1 | 1.5 | -5.8% | 0% | i
Cc1ccc(S(=O)(=O)Nc2ccc3c(c2)n(C)c(=O)n3C)cc1
  . | 2.4% | -2% | . | . | . | . | 0.8 | . | -5% | i
CCOc1ccc(NC(=O)Nc2ccccc2SC)cc1
  6% | ? | 12% | 22 | 21 | 0% | 1.1 | 0.2 | -0.3% | -8% | i
CSc1ccc(C2NC(=O)c3c(sc4c3CCN(C)C4)N2)cc1 (stereo not given)
  10% | -1.0% | -4% | 16 | 2 | 17% | 1.1 | 1.5 | -3.2% | -6% | i
CC12CCC(=O)N1C(C(=O)Nc1cccc3ccccc13)CS2 (stereo not given)
  2% | 1.3% | 2% | 1 | -6 | -7% | 1.1 | 0.6 | -3.1% | -11% | i
Cc1nc2c(c(=O)n1CCC(C)C)c1nc3ccccc3nc1n2CC1CCCO1 (stereo not given)
  . | 4.4% | -4% | . | . | . | . | 0.3 | . | 0% | i
CCCSc1nc(N)c(C#N)c(-c2ccc(C)cc2)c1C#N
  -6% | 2.2% | -4% | -6 | -15 | -13% | 1.1 | 0.2 | -3.6% | 5% | i
Cn1c(=O)c2c(nc3n2CCCN3CCc2ccccc2)n(C)c1=O
  . | -0.5% | -1% | . | . | . | . | 0.0 | . | 11% | i
COc1ccc(CN2CCC(C(=O)N(C)CCc3ccc(OC)c(OC)c3)CC2)c(OC)c1
  9% | -0.7% | 12% | -2 | 8 | 2% | 1.1 | 1.1 | -2.6% | -12% | i
COc1ccc(C)cc1NC(=S)N1CC(C)OC(C)C1 (stereo not given)
  . | 0.9% | 5% | . | . | . | . | 0.7 | . | -3% | i
C#CCNC(=O)C1=C[C@H](C2CC2)C[C@H](OCCCCO)O1
  0% | 1.1% | 8% | -29 | -18 | 8% | 1.1 | 2.2 | -3.6% | -7% | i
Cc1cccc(N2CCN(Cc3nc(-c4ccccc4Cl)oc3C)CC2)n1
  9% | 0.4% | -2% | 31 | 20 | 6% | 1.1 | 0.3 | -4.9% | -2% | i
CCN(CC)S(=O)(=O)c1ccc(NC(=O)COC(=O)c2ccc(Br)o2)cc1
  3% | 1.7% | 4% | -2 | 7 | 2% | 1.1 | 0.7 | -6.9% | -4% | i
CCOc1ccc(C(=O)C[n+]2ccc(C(=O)NCc3ccccc3)cc2)cc1
  -35% | -1.7% | -1% | 0 | -11 | -25% | 0.9 | 0.7 | -2.5% | 1% | i
Cn1/c(=N\NC(=O)c2ccccc2Cl)sc2ccccc21
  -25% | 1.2% | 3% | 4 | -3 | -24% | 1.1 | 0.1 | -3.3% | 6% | i
CC(=O)OCC(=O)C1=CCC2C3CCC4=CC(=O)C=CC4(C)C3(F)C(OC(C)=O)CC12C (stereo not given)
  . | 5.1% | 6% | 10 | 9 | . | 1.1 | 0.5 | -0.3% | 5% | i
O=C(NC1CCN(Cc2ccccc2)CC1)C1CCCN(c2nnc(-n3cccc3)s2)C1 (stereo not given)
  6% | 0.2% | 0% | 13 | 6 | 5% | 1.1 | 9.8 | -6.4% | 5% | i
Cc1cccc(C)c1NC(=S)NC(C)CCc1ccccc1 (stereo not given)
  3% | 2.0% | 5% | 73* | 62* | -7% | 1 | 0.4 | 3.1% | 9% | i
CCOC(=O)c1c(S(=O)(=O)Nc2ccc(F)cc2Cl)c(C)n(C)c1C
  . | 2.1% | 2% | . | . | . | . | 0.6 | . | 0% | i
Cc1cccc2cc(C(c3nnnn3C(C)(C)C)N3CCN(C(=O)c4ccco4)CC3)c(=O)[nH]c12 (stereo not given)
  2% | -0.8% | 5% | -7 | -29 | -6% | 1.1 | 1.6 | -2.8% | -7% | i

One compound at a time (already shown). Values in the order: PMI inhibitors	RSV antiviral HEp-2	Siah-1 displacement	WT yeast gro inh	WT yeast gro inh mutant strain	PMI inhibition	TNAP activation fold	Myeloid diff 2 GFP+ MAC1+ %	XIAP displacement	PhoP inhibition	Myeloid diff 2
`COc1ccc([N+](=O)[O-])cc1NC(=O)CSc1nc(C)c(C)c(C)n1` is listed as 7%	-0.1%	10%	8	5	2%	1.1	0.3	-3.0%	7%	i
`CCOC(=O)C1CCCN(CCC(=O)Nc2ccc(Br)cc2)C1` (stereo not given) is listed as .	1.3%	0%	.	.	.	.	0.3	.	2%	i
`CCCSc1nc(N)c(C#N)c(-c2ccc(C)cc2)c1C#N` is listed as -6%	2.2%	-4%	-6	-15	-13%	1.1	0.2	-3.6%	5%	i

Next part
Each structure is followed by: PMI inhibitors | RSV antiviral HEp-2 | Siah-1 displacement | WT yeast gro inh | WT yeast gro inh mutant strain | PMI inhibition | TNAP activation fold | Myeloid diff 2 GFP+ MAC1+ % | XIAP displacement | PhoP inhibition | Myeloid diff 2
O=C(NCCCCNC(=O)c1cccs1)c1cccs1
  -6% | 1.4% | 4% | -3 | 19 | -10% | 1.1 | 2.0 | -2.3% | -1% | i
COCC(=O)N(C)C1(c2nnnn2CCOC(=O)Nc2ccc(Cl)cc2)CCCCC1
  7% | 0.3% | 4% | 10 | -11 | 13% | 1.1 | 0.3 | -5.6% | 5% | i
CC1(C)Cc2c(c(-c3ccccc3)nc3[nH][nH]c(=O)c23)CO1
  7% | 1.3% | 1% | -2 | 2 | 1% | 1 | 1.3 | -4.1% | -11% | i
CCCCOc1ccccc1N
  -3% | 0.4% | 2% | 50 | -11 | 0% | 1.1 | 0.5 | -4.7% | -8% | i
O=C(NC1CCCCC1)C1CCN(c2nnnn2-c2ccccc2)CC1
  3% | 0.4% | 0% | 15 | 9 | -1% | 1.1 | 1.0 | -4.3% | 0% | i
COc1ccc(CCNC(=O)[C@@H]2C[C@H]2c2ccccc2)cc1OC
  5% | 1.7% | -2% | -2 | -11 | -7% | 1.2 | 0.1 | 0.8% | -19% | i
COc1cccc(-c2nc(CS(=O)CC(=O)O)c(C)o2)c1 (stereo not given)
  8% | 0.9% | 1% | 11 | 5 | 13% | 1.1 | 2.5 | -4.5% | -7% | i
O=C(Nc1ccccc1Sc1ccccc1)C1CCCO1 (stereo not given)
  5% | 2.4% | 2% | 8 | 7 | 3% | 1.1 | 8.6 | -2.6% | -5% | i
CCS(=O)(=O)N1CCC(C(=O)Oc2ccccc2Br)CC1
  . | 2.2% | 2% | . | . | . | . | 0.2 | . | -2% | i
CCCn1c(SCC(=O)NCc2ccccc2Cl)n[nH]c1=O
  6% | 1.6% | 1% | -18 | 14 | 9% | 0.9 | 0.4 | -2.9% | 5% | i
CCCn1c2ccccc2c2cnn(CC(=O)NC3CCCCC3C)c(=O)c21 (stereo not given)
  . | 1.6% | -5% | . | . | . | . | 2.9 | . | 2% | i
CCNC(=O)CC1C(=O)N(c2ccc(OC)cc2)C(=S)N1CCc1ccncc1 (stereo not given)
  -3% | -0.6% | -5% | 0 | 6 | -5% | 1.1 | 0.2 | -5.7% | -9% | i

Bioassay records (PubChem BioAssay)
